From PubChem BioAssay
GSIS activator = GLuc luminescence reporter in INS-1E cells, primary screen for activators of glucose-dependent secretion of insulin; actives 0.61% (n = 370,000); INS-1E GLuc reporter insulin secretion, 2-3 h; activation, % at 16.6 µM;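 active = lowest replicate activation of at least 40%, so every replicate reaches that level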;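 also: 0% = median of neutral control wells and 100% = median of IBMX positive control wells; some compounds called inactive have numbers as strong as hits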
* = called active by the depositor. This is a subset, so the mix of outcomes need not match the whole.

CC(=O)N1CC(=O)N2[C@H](CO)[C@@H](c3ccc(-c4ccccc4)cc3)[C@@H]2C1
- GSIS activator = 2
COc1ccc(CNC(=O)N(C)C[C@H]2OCc3ccccc3-c3ccccc3C(=O)N([C@@H](C)CO)C[C@@H]2C)cc1
- GSIS activator = 1
C[C@H](CO)N1C[C@H](C)[C@@H](CN(C)CC2CC2)Oc2c(NC(=O)CCC(F)(F)F)cccc2C1=O
- GSIS activator = 0
CCS(=O)(=O)N1CC(=O)N2[C@H](CO)[C@@H](c3ccc(C#Cc4ccc(F)cc4)cc3)[C@@H]2C1
- GSIS activator = -8
C/C=C/c1cccc(-c2nc(C(=O)NC3CCC3)cc3c2[C@H](CCO)N([S@@](=O)C(C)(C)C)C3)c1
- GSIS activator = -23
C[C@@H]1CN(C)C(=O)Cc2ccccc2O[C@H]1CN(C)S(C)(=O)=O
- GSIS activator = 9
Cc1ccc(C(=O)Nc2cccc(C(=O)O)c2)cc1
- GSIS activator = 4
CC(C)NC(=O)N(C)C[C@H]1Oc2ccc(N(C)C)cc2CC(=O)N(C)C[C@H]1C
- GSIS activator = 4
CC(C)NC(=O)N(C)C[C@H]1Oc2ccc(N(C)C)cc2C(=O)N(C)C[C@@H]1C
- GSIS activator = 12
C[C@@H]1CN(C)C(=O)Cc2cc(N(C)C)ccc2O[C@@H]1CN(C)S(C)(=O)=O
- GSIS activator = -3
COc1ccc2c3c([nH]c2c1)[C@@H](CO)N(S(=O)(=O)c1cn(C)cn1)CC31CCN(Cc2ccccc2)CC1
- GSIS activator = -11
CCCC(=O)N1CC2(C1)CN(C(=O)C1CCCC1)[C@H](CO)c1[nH]c3cc(OC)ccc3c12
- GSIS activator = -11
C[C@@H]1COCn2nncc2CC[C@H](C)C(=O)N1
- GSIS activator = 7
COc1ccc2c3c(n(C)c2c1)[C@@H](CO)N(C(=O)c1ccncc1)CC31CCN(C)CC1
- GSIS activator = 27
COc1ccc(C[C@@H]2CCn3cc(nn3)COC[C@H](c3ccccc3)NC2=O)cc1
- GSIS activator = 12

Ordered by formula weight (smallest number first): 3 of the compounds above.
C[C@@H]1CN(C)C(=O)Cc2cc(N(C)C)ccc2O[C@@H]1CN(C)S(C)(=O)=O
- GSIS activator = -3
CC(C)NC(=O)N(C)C[C@H]1Oc2ccc(N(C)C)cc2CC(=O)N(C)C[C@H]1C
- GSIS activator = 4
COc1ccc(CNC(=O)N(C)C[C@H]2OCc3ccccc3-c3ccccc3C(=O)N([C@@H](C)CO)C[C@@H]2C)cc1
- GSIS activator = 1

(further entries)
CC(=O)Nc1cccc2c1O[C@@H](CN(C)S(C)(=O)=O)[C@H](C)CN(C)C2=O
- GSIS activator = 18
CNC[C@@H]1Oc2ccc(NC(C)=O)cc2CC(=O)N(C)C[C@H]1C
- GSIS activator = 5
C[C@@H]1CCn2nncc2COC[C@H]2CCCN2C1=O
- GSIS activator = -4
CC(C)[C@@H]1C/C=C\CCNC(=O)[C@@H](C)CC(=O)N1
- GSIS activator = 6
COc1ccc(NC(=O)N2CCCCN3[C@H](CO)[C@@H](c4ccc(C#Cc5ccccn5)cc4)[C@H]3C2)cc1
- GSIS activator = -8
O=S(=O)(c1ccc(-c2ccccc2)cc1)N1[C@@H]2CNC[C@H]1C2c1ccc(-c2ccccc2)cc1 (some centres not stated)
- GSIS activator = 12
COc1ccccc1C#Cc1ccc2c(c1)[C@H]1[C@H](CCN1S(=O)(=O)c1ccc(C)cc1)[C@H](CO)N2C
- GSIS activator = 18
CC(C)C#Cc1ccc([C@H]2[C@@H](CO)N3C(=O)CN(C(=O)Cc4cccnc4)C[C@H]23)cc1
- GSIS activator = -2
Cc1noc(C)c1S(=O)(=O)N(C)C[C@H]1Oc2ccc(NC(=O)Nc3ccc(C(F)(F)F)cc3)cc2C(=O)N([C@H](C)CO)C[C@@H]1C
- GSIS activator = -8
CNC[C@@H]1Oc2ccc(NC(=O)NC(C)C)cc2CC(=O)N(C)C[C@H]1C
- GSIS activator = 4
C[C@H](CO)N1C[C@H](C)[C@@H](CN(C)S(=O)(=O)c2ccccc2F)OCc2ccccc2-c2ccccc2C1=O
- GSIS activator = -28
CC(C)NC(=O)N(C)C[C@H]1Oc2ccc(N)cc2CC(=O)N(C)C[C@H]1C
- GSIS activator = -8
CCS(=O)(=O)N1CC(=O)N2[C@H](C1)[C@H](c1ccc(C#Cc3cccc(F)c3)cc1)[C@@H]2CO
- GSIS activator = -18
C[C@@H]1CN(C)C(=O)c2cccc(NS(C)(=O)=O)c2O[C@@H]1CN(C)S(C)(=O)=O
- GSIS activator = 11
C[C@H](CO)N1C[C@H](C)[C@@H](CN(C)Cc2ccc(C(=O)Nc3ccccc3N)cc2)OCCCC[C@H](C)Oc2ccc(N(C)C)cc2C1=O
- GSIS activator = 17

CC(C)CC#Cc1ccc([C@H]2[C@H](CO)N3C(=O)CN(C(=O)NC(C)C)C[C@@H]23)cc1
- GSIS activator = -2
CC(=O)Nc1ccc2c(c1)CC(=O)N(C)C[C@H](C)[C@H](CN(C)C(C)=O)O2
- GSIS activator = 1
C[C@H]1CN(C)C(=O)c2cc(N(C)C)ccc2O[C@H]1CN(C)C(=O)OC(C)(C)C
- GSIS activator = -11
O=C(NC[C@H]1N[C@H](CO)[C@@H]1c1ccc(-c2cncnc2)cc1)C1CC1
- GSIS activator = 12
C[C@H]1CCCCO[C@@H](CN(C)Cc2ccc(C(=O)Nc3ccccc3N)cc2)[C@@H](C)CN([C@@H](C)CO)C(=O)c2cc(N(C)C)ccc2O1
- GSIS activator = 8
Cc1noc(C)c1NC(=O)N1C[C@H](O)COC[C@H]2O[C@@H](CC(=O)N[C@@H]3CCN(Cc4ccccc4)C3)CC[C@@H]21
- GSIS activator = 2
C[C@H]1CC=CC[C@@H](c2ccc(F)cc2)NC(=O)[C@H](C)N(C)C(=O)c2ccccc2O1 (mixture of isomers)
- GSIS activator = 3
CO[C@@H]1CN(C)C(=O)c2ccc(NC(C)=O)cc2OC[C@@H](C)N(C(=O)c2ccccc2)C[C@H]1C
- GSIS activator = 2
CCC(=O)Nc1ccc2c(c1)OC[C@H](C)N(C(=O)Cc1cccnc1)C[C@H](C)[C@@H](OC)CN(C)C2=O
- GSIS activator = 16
COc1cccc(CN2CC3(CCN(C(C)=O)CC3)c3c(n(C)c4cc(OC)ccc34)[C@@H]2CO)c1
- GSIS activator = -12
CC(C)[C@H]1CCc2cnnn2COC[C@H](c2ccccc2)NC1=O
- GSIS activator = 9
COc1ccc(C[C@@H]2CCn3nncc3COCCCNC2=O)cc1
- GSIS activator = 12
CN(C)C(=O)c1ccc(-c2ccc(C3[C@@H]4CN(S(=O)(=O)c5cccc(Cl)c5)C[C@H]3N4)cc2)cc1 (some centres not stated)
- GSIS activator = -16
CCC(=O)N1CC(=O)N2[C@@H](CO)[C@H](c3ccc(C#CC(C)C)cc3)[C@@H]2C1
- GSIS activator = 1
CCCCOc1ncnc2c1[nH]c1ccc(OC)cc12
- GSIS activator = 49

16 structures already listed, arranged by number of heavy atoms, smallest number first.
CCCCOc1ncnc2c1[nH]c1ccc(OC)cc12
- GSIS activator = 49
CC(C)[C@H]1CCc2cnnn2COC[C@H](c2ccccc2)NC1=O
- GSIS activator = 9
COc1ccc(C[C@@H]2CCn3nncc3COCCCNC2=O)cc1
- GSIS activator = 12
CNC[C@@H]1Oc2ccc(NC(=O)NC(C)C)cc2CC(=O)N(C)C[C@H]1C
- GSIS activator = 4
C[C@@H]1CN(C)C(=O)c2cccc(NS(C)(=O)=O)c2O[C@@H]1CN(C)S(C)(=O)=O
- GSIS activator = 11
C[C@H]1CN(C)C(=O)c2cc(N(C)C)ccc2O[C@H]1CN(C)C(=O)OC(C)(C)C
- GSIS activator = -11
CC(C)CC#Cc1ccc([C@H]2[C@H](CO)N3C(=O)CN(C(=O)NC(C)C)C[C@@H]23)cc1
- GSIS activator = -2
C[C@H]1CC=CC[C@@H](c2ccc(F)cc2)NC(=O)[C@H](C)N(C)C(=O)c2ccccc2O1 (mixture of isomers)
- GSIS activator = 3
CCS(=O)(=O)N1CC(=O)N2[C@H](C1)[C@H](c1ccc(C#Cc3cccc(F)c3)cc1)[C@@H]2CO
- GSIS activator = -18
CO[C@@H]1CN(C)C(=O)c2ccc(NC(C)=O)cc2OC[C@@H](C)N(C(=O)c2ccccc2)C[C@H]1C
- GSIS activator = 2
COc1cccc(CN2CC3(CCN(C(C)=O)CC3)c3c(n(C)c4cc(OC)ccc34)[C@@H]2CO)c1
- GSIS activator = -12
CCC(=O)Nc1ccc2c(c1)OC[C@H](C)N(C(=O)Cc1cccnc1)C[C@H](C)[C@@H](OC)CN(C)C2=O
- GSIS activator = 16
C[C@H](CO)N1C[C@H](C)[C@@H](CN(C)S(=O)(=O)c2ccccc2F)OCc2ccccc2-c2ccccc2C1=O
- GSIS activator = -28
Cc1noc(C)c1NC(=O)N1C[C@H](O)COC[C@H]2O[C@@H](CC(=O)N[C@@H]3CCN(Cc4ccccc4)C3)CC[C@@H]21
- GSIS activator = 2
Cc1noc(C)c1S(=O)(=O)N(C)C[C@H]1Oc2ccc(NC(=O)Nc3ccc(C(F)(F)F)cc3)cc2C(=O)N([C@H](C)CO)C[C@@H]1C
- GSIS activator = -8
C[C@H]1CCCCO[C@@H](CN(C)Cc2ccc(C(=O)Nc3ccccc3N)cc2)[C@@H](C)CN([C@@H](C)CO)C(=O)c2cc(N(C)C)ccc2O1
- GSIS activator = 8

Next section
O=C(C[C@@H]1C[C@H]2c3cc(NC(=O)NC4CCCCC4)ccc3O[C@H]2[C@@H](CO)O1)NC1CCCC1
- GSIS activator = 5
CNC[C@H]1Oc2ccc(N(C)C)cc2CC(=O)N(C)C[C@H]1C
- GSIS activator = -4
COc1ccc(NC(=O)N(C)C[C@H]2OCc3ccccc3-c3ccccc3C(=O)N([C@H](C)CO)C[C@H]2C)c(OC)c1
- GSIS activator = 5
COc1ccc2c3c([nH]c2c1)[C@H](CO)N(Cc1ccccc1OC)CC31CN(C(C)=O)C1
- GSIS activator = 9
COc1ccc2c3c([nH]c2c1)[C@H](CO)N(Cc1ccccc1)CC31CN(C(=O)Cc2ccccc2)C1
- GSIS activator = -33
N#C[C@H]1[C@H](c2ccc(-c3cncnc3)cc2)[C@H](CO)N1C(=O)CN1CCOCC1
- GSIS activator = 4
CCCC(=O)N1CC2(CN(C(C)=O)C2)c2c(n(C)c3cc(OC)ccc23)[C@H]1CO
- GSIS activator = 44
COc1ccc2c3c(n(C)c2c1)[C@@H](CO)N(C(=O)NC1CCCC1)CC31CN(C)C1
- GSIS activator = 4
C[C@@H]1CN([C@H](C)CO)C(=O)c2cc(-c3cccc(F)c3)cnc2O[C@H]1CN(C)C(=O)C1CC1
- GSIS activator = 5
CCC(=O)N1[C@H](CO)[C@H](c2ccc(C3=CCCC3)cc2)[C@@H]1CNC1CCCCC1
- GSIS activator = 2
CCCC#Cc1ccc([C@H]2[C@@H](CO)N3C(=O)CN(C(=O)c4cccc(F)c4)C[C@H]23)cc1
- GSIS activator = -4
CC(C)C#Cc1ccc([C@H]2[C@H]3CN(Cc4ccccn4)CCCCN3[C@H]2CO)cc1
- GSIS activator = 23
COc1ccc2c3c([nH]c2c1)[C@@H](CO)N(Cc1ccc(Cl)cc1)CC31CCN(C(=O)CN(C)C)CC1
- GSIS activator = -6
CCC(=O)N1CC(=O)N2[C@H](C1)[C@H](c1ccc(C#CC(C)C)cc1)[C@@H]2CO
- GSIS activator = -8
CO[C@H]1CN(C)C(=O)c2cc(NC(C)=O)ccc2OC[C@@H](C)N(Cc2ccncc2)C[C@@H]1C
- GSIS activator = 1

COCC#Cc1ccc([C@@H]2[C@H](CO)N3C(=O)CN(C(=O)Nc4cc(F)ccc4F)C[C@@H]23)cc1
- GSIS activator = -9
CC(=O)N(C)C[C@H]1Oc2ccc(NC(=O)NC(C)C)cc2CC(=O)N(C)C[C@@H]1C
- GSIS activator = 1
O=C1N[C@H](Cc2ccccc2)COCc2cn(nn2)CC[C@@H]1Cc1ccc(-c2ccccc2)cc1
- GSIS activator = 1
CO[C@@H]1CN(C)C(=O)c2ccc(NS(C)(=O)=O)cc2OC[C@@H](C)N(Cc2ccccc2)C[C@H]1C
- GSIS activator = 3
COc1cccc(C#Cc2ccc3c(c2)[C@@H]2[C@@H](CCN2S(=O)(=O)c2ccc(C)cc2)[C@@H](CO)N3)c1
- GSIS activator = 7
C[C@H]1CC=CC[C@H](c2ccc3c(c2)OCO3)NC(=O)[C@H](C)N(C)C(=O)c2ccccc2O1 (mixture of isomers)
- GSIS activator = 0
COc1cccc(C#Cc2ccc3c(c2)[C@H]2[C@H](CCN2C(=O)c2ccc(F)cc2)[C@H](CO)N3)c1
- GSIS activator = -28
COc1ccc([C@H]2C/C=C\C[C@H](c3cccc(Cl)c3)NC(=O)[C@@H](c3ccccc3)CC(=O)N2)c(OC)c1
- GSIS activator = 10
CCN1[C@@H]2Cn3c(ccc(C4=CCCCC4)c3=O)[C@H]1[C@@H](C(=O)NCC(F)(F)F)[C@@H]2CO
- GSIS activator = 12
O=C1N[C@@H](Cc2ccccc2)COCc2cnnn2CC[C@@H]1Cc1cccc(F)c1
- GSIS activator = 14
CCC(=O)N1[C@H](CO)[C@@H](c2ccccc2)C12CN(C(=O)CN1CCOCC1)C2
- GSIS activator = 2
CC(=O)Nc1ccc2c(c1)CC(=O)N(C)C[C@H](C)[C@H](CN(C)S(C)(=O)=O)O2
- GSIS activator = 18
COc1cccc(CN(C)C[C@H]2OCc3ccccc3-c3ccccc3C(=O)N([C@H](C)CO)C[C@H]2C)c1
- GSIS activator = 3
COc1ccc2c3c([nH]c2c1)[C@H](CO)N(C(=O)Nc1ccccc1F)CC31CCN(C(=O)c2ccccc2F)CC1
- GSIS activator = 16
COc1ccc2c3c([nH]c2c1)[C@@H](CO)N(C(=O)Nc1ccc(F)cc1)CC31CN(CC2CC2)C1
- GSIS activator = -26

C[C@@H]1CN(C)C(=O)c2cc([N+](=O)[O-])ccc2O[C@H]1CN(C)C(=O)OC(C)(C)C
- GSIS activator = 2
COc1ccc2c3c(n(C)c2c1)[C@H](CO)N(C(=O)CC1CC1)CC31CCN(C(=O)C2CCC2)CC1
- GSIS activator = -10
CC(C)[C@H]1COCc2cn(nn2)CCC[C@@H](C)C(=O)N1
- GSIS activator = 7
C=C(C)C[C@H]1CCn2nncc2COCCNC1=O
- GSIS activator = -4
CC(C)[C@@H]1C(=O)N[C@@H](c2ccccc2)CC=CC[C@@H](C)Oc2ccccc2C(=O)N1C (mixture of isomers)
- GSIS activator = 1
